proCasp7 act: counter-screen: procaspase-7 (human) activation; activation, % at 8.5 µM; recombinant procaspase-7, Ac-DEVD-pNA absorbance 405 nm; D23A/D198A/D206A triple mutant, cannot self-cleave; scale: DMSO 0, 5 µM enzyme 100; 0.093% of 330,000 active; AID 463210; P55210;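 active = percent activation above the screen-wide mean plus 3 SD, cut at about 25% in these data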
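Detection: p-Nitroaniline absorbance at 405 nm, read at 0 and 120 min; system: Uncleavable procaspase-7 mutant enzyme; evaluation: % activation from two-timepoint absorbance difference, scaled to controls; times: 1 h enzyme–compound preincubation and 2 h substrate reaction, both 25 °C; buffer or medium: Zinc-free HEPES pH 7.4 with 300 mM NaCl, 0.01% Triton X-100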
EBNA-1 inh: blocks EBNA-1 binding to DNA; EBNA-1 DNA binding, fluorescence polarization; inhibition, % at 14.8 µM; 0.34% of 300,000 active; AID 1950; in the data active = inhibition above about 28%
ZTA DNA inh: blocks Epstein-Barr virus ZTA, an EBNA-1 counter-screen | ZTA-DNA binding, fluorescence polarization | AID 2234 | 0.15% of 320,000 active | inhibition, % at 11 µM; in the data active = inhibition above about 33%
LAP4-GFP MLPCN: modulators of TOR pathway LAP4-GFP in S. cerevisiae; S. cerevisiae LAP4-GFP multiplex, flow cytometry GFP, 3 h; median GFP as percent of DMSO wells; GFP response vs DMSO, % at 10 µM; 0.34% of 320,000 active;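 active = GFP response vs DMSO above a set limit, about the screen mean plus 3 SD, cut at about 150% in these data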
procasp3 activ: activators of human procaspase-3. AID 463141. activation, % at 8.5 µM. 0.11% of 330,000 active. recombinant procaspase-3 D3A, Ac-DEVD-pNA absorbance 405 nm. P42574;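 active = activation above the mean of all tested compounds plus 3 SD, cut at about 21% in these data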;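 also: 0% = DMSO alone and 100% = DMSO wells spiked with extra 5 µM PC-3 D3A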
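Assay system: Autoprocessing-dead procaspase-3 D3A mutant enzyme; also added: Ac-DEVD-pNA; doses: one concentration, 8.5 µM nominal, 0.8% DMSO; times: 1 h compound preincubation, 2 h substrate hydrolysis at 25 °C; technique: 405 nm absorbance of p-nitroaniline, reads at 0 and 120 min; measure: % activation between DMSO and enzyme-spiked controls; repeats: single replicate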
AHR act: activators of human aryl hydrocarbon receptor; AHR-responsive luciferase reporter cells, luminescence; activation, % at 5 µM; 2.5% of 320,000 active; in the data active = activation above about 47%;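 also: 0% = vehicle wells and 100% = reference agonist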
RPL19A-GFP yeast: modulators of TOR pathway RPL19A-GFP in S. cerevisiae; S. cerevisiae RPL19A-GFP strain, flow cytometry, 3 h; hits give low values; percent response vs DMSO, % at 10 µM; 0.3% of 330,000 active; AID 2025;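 active = percent response vs DMSO below 50%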;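 also: median channel GFP fluorescence of the barcoded RPL19A-GFP strain; ratio of sample median GFP to plate DMSO average so 100% = DMSO; lower means less RPL19A-GFP as with rapamycin TOR inhibition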
MEP2-GFP yeast: modulators of TOR pathway MEP2-GFP in S. cerevisiae. S. cerevisiae MEP2-GFP strain, flow cytometry GFP, 3 h; 100% = DMSO control level. GFP response vs DMSO, % at 10 µM. 0.51% of 330,000 active. AID 2016;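 active = GFP response versus DMSO above a set limit, roughly screen mean plus 3 SD, cut at about 180% in these data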;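 also: median GFP fluorescence of the barcode-gated MEP2-GFP cells per well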
An asterisk follows results filed as active; x = not tested or not shown. Compounds were not picked by outcome. About 3.8% of those tested had a hit in this group.

SMILES	proCasp7 act	EBNA-1 inh	ZTA DNA inh	LAP4-GFP MLPCN	procasp3 activ	AHR act	RPL19A-GFP yeast	MEP2-GFP yeast
COc1ccc(Cl)cc1C(=O)NNC(=O)CCNS(=O)(=O)c1ccccc1	3.6	x	x	93.3	11.7	13.6	97.1	102.6
N#Cc1ccccc1NC(=O)COC(=O)c1ccc2c(c1)OCCO2	5.7	2.2	4.8	110.6	-2.5	6.2	106.2	123.7
CCc1cc(C(=O)N2CCCC(CCC(=O)N3CCN(c4ccccn4)CC3)C2)no1 (stereo not given)	-3.1	-1.9	-21.9	101.3	-6.9	4.7	102.2	98.1
COc1ccc(NC(=O)[C@@H](NC(=O)c2ccccc2)C(C)C)cc1S(=O)(=O)N1CCCCC1	6.1	13.7	5.0	89.8	2.3	-2.5	101.0	92.8
Cc1ccc(S(=O)(=O)c2c(N)n(Cc3ccco3)c3nc4ccccc4nc23)cc1	-3.1	2.2	-4.7	98.4	0.5	1.1	76.2	119.9
COc1cc(C(=O)N2CCCN(c3nc4cc(C)ccc4cc3C#N)CC2)cc(OC)c1OC	-1.9	1.7	-13.7	90.9	-8.0	35.3	99.5	95.1
COc1ccc(N2CCN(C(=O)c3ccccc3F)CC2)c([N+](=O)[O-])c1	3.2	2.4	9.4	114.8	2.5	2.5	98.0	98.3
CCc1cccc(C)c1NC(=O)CN1C(=O)NC(Cc2ccccc2)C1=O (stereo not given)	12.5	3.9	-3.5	99.5	2.3	1.5	102.9	105.9
CCc1cc(C(=O)N/N=C/c2ccc(O)cc2)c2ccccc2n1	-9.9	-3.5	-10.8	86.4	1.7	3.4	93.2	97.0
C=CCCC(=O)N1CCCC(Cc2cccc(Cl)c2)(C(=O)OCC)C1 (stereo not given)	-4.4	-7.9	-7.2	89.5	1.6	9.5	104.5	102.8
COc1ccc(CC(=S)N2CCOCC2)cc1OC	1.5	-10.7	-1.7	95.0	-4.6	1.4	95.9	94.8
Cc1cc(C)nc(SCC(=O)Nc2ccc(S(=O)(=O)Nc3nccs3)cc2)n1	3.1	6.9	10.5	94.7	-2.8	-0.6	95.0	103.1
Cc1ccc(S(=O)(=O)N(C)Cc2nc(-c3ccc(Br)cc3)no2)cc1	-10.6	-8.8	-3.1	102.2	-2.0	3.8	107.5	105.7
CC1CCCC(C)N1C(=O)COC(=O)CCC(=O)c1cccs1 (stereo not given)	3.6	x	x	90.6	4.9	-1.0	101.9	94.4
CC(=O)Nc1c(O)nc(SCc2ccccc2C#N)[nH]c1=O	-5.3	-2.8	-1.9	114.5	-4.2	5.8	103.6	169.8
Cc1c(NC(=O)N(C)C)c(=O)n(-c2ccccc2)n1C	3.6	12.9	2.4	122.2	-0.1	-0.8	108.9	116.9
CCn1c(COc2c(C)cccc2C)nnc1SCC(=O)N1CCN(c2ccccc2)CC1	7.4	16.2	2.2	98.7	4.7	1.2	95.8	99.9
CSc1cc(C)n(-c2ccccc2C)c(=S)c1C(C)=O	3.8	-6.0	-14.5	99.2	9.6	0.8	101.8	103.3
CC1CCCCC1NC(=O)Cn1cccc1C(=O)c1ccccc1 (stereo not given)	4.3	-11.7	5.2	106.4	8.0	4.9	106.5	108.5
CCOc1cc(NC(=S)NCCCN2CCOCC2)c(OCC)cc1NC(=O)c1ccc(C)cc1	-10.6	-9.5	-7.9	103.9	1.2	0.3	104.1	102.9
Cc1ccc(Cl)cc1NC(=O)c1cccc(OC(F)F)c1	2.2	-7.9	-13.7	108.3	7.3	1.1	104.8	106.1
CC1CC(C)CN(C(=O)COC(=O)COc2ccccc2C#N)C1 (stereo not given)	1.0	x	-10.5	102.8	6.0	1.5	106.3	105.6
Cc1ccc2[nH]c(O)c(N=Nc3ccccc3C)c2c1	-4.7	-1.7	2.7	96.8	7.1	14.6	95.7	97.0
O=C(COc1nc2ccccc2nc1N1CCOCC1)NC1CCCCC1	3.0	9.2	18.9	83.0	0.8	1.4	106.9	101.2
COC(=O)Cc1c(C)c2ccc(O)c(CN3CCCC(C)C3)c2oc1=O (stereo not given)	9.0	-5.2	2.9	101.5	4.0	-0.9	96.7	101.9

(list continues)
SMILES	proCasp7 act	EBNA-1 inh	ZTA DNA inh	LAP4-GFP MLPCN	procasp3 activ	AHR act	RPL19A-GFP yeast	MEP2-GFP yeast
Cc1nn(-c2ccccc2)c(Cl)c1C(=O)NCCCCNC(=O)c1c(C)nn(-c2ccccc2)c1Cl	6.6	9.0	0.6	100.1	2.0	1.1	97.9	101.3
CCCCCc1nnc(NC(=O)Cc2ccc([N+](=O)[O-])cc2)s1	1.9	6.0	9.2	88.5	6.5	3.2	100.4	102.6
CC(CNC(=O)CC(C)(C)C)NC(=O)CC(C)(C)C (stereo not given)	-3.2	-5.5	-0.1	94.2	-0.1	1.0	96.4	98.7
COc1ccc(NC(=O)C2CCCN(S(=O)(=O)c3ccc4c(c3)CCCN4C(C)=O)C2)cc1Cl (stereo not given)	1.2	1.8	-8.4	93.2	6.2	3.9	96.2	105.5
CCOC(=O)Cc1csc(SC(C)C(=O)Nc2ccc(NC(C)=O)cc2)n1 (stereo not given)	6.9	4.7	18.3	94.3	-3.0	-2.4	97.6	101.0
Cc1cc(C)nc(N2CCCC(C(=O)NCc3ccccc3F)C2)n1 (stereo not given)	-5.6	-11.8	-26.8	101.6	2.4	3.0	103.8	107.7
CCC(C)(C)n1nnnc1C(c1ccc(C)cc1)N1CCSCC1 (stereo not given)	4.3	-0.5	-9.6	94.9	2.0	1.3	92.0	96.4
C/C(=N\NC(=O)CN1CCN(Cc2ccccc2)CC1)c1ccncc1	0.5	-9.5	9.9	108.4	11.7	0.7	98.0	104.5
O=C1CC(c2cccs2)c2cc3c(cc2N1)OCCO3 (stereo not given)	-2.1	3.2	-5.4	96.3	-8.5	3.2	91.8	97.8
CCOc1ccc(S(=O)(=O)N2CCOCC2)cc1NC(=O)CN1C(=O)NC(C)(c2ccccc2)C1=O (stereo not given)	0.0	-0.1	8.4	96.9	4.6	1.0	93.1	97.4
CN(Cc1c(F)cccc1Cl)C(=O)c1cc2ccccc2o1	11.3	11.8	18.7	106.9	-1.5	-0.7	92.0	89.8
COCCCNC(=O)/C=C/c1ccc(Cl)cc1Cl	1.7	5.0	3.9	105.6	-1.8	5.8	95.6	94.3
Cc1ccc(S(=O)(=O)NCC(c2ccccc2)N2CCN(CCC#N)CC2)cc1 (stereo not given)	-4.2	-21.4	-9.9	82.6	2.4	4.6	89.5	88.8
COc1ccc(-c2nc(N)nc(N)n2)c(O)c1	10.0	x	-5.7	91.5	4.3	9.5	98.2	99.2
CCN(CC(=O)Nc1ccc(NC(C)=O)cc1)C(=O)CSC(=S)N1CCCC1	6.6	x	-11.9	95.2	7.4	0.5	91.0	90.8
COc1ccc(/C(C)=N/Nc2ccc(C(=O)O)cc2)cc1OC	0.0	6.2	-5.1	105.1	-6.0	11.2	102.6	107.7
Cc1ccc2sc(NNC(=O)c3cc(=O)c4ccccc4o3)nc2c1C	-20.4	-9.1	-3.5	92.7	-9.5	76.0*	98.3	108.2
Cc1cc(C)cc(Oc2ccccc2C=O)c1	8.9	5.2	5.2	101.5	0.8	0.6	94.2	97.6
CCOC(=O)CCCNC(=O)COC(=O)/C=C/c1ccc2c(c1)OCO2	6.0	3.9	5.8	100.1	7.5	5.3	99.0	104.1
O=C(Nc1nnc(-c2cccnc2)o1)c1cccc(Cl)c1	9.3	-10.0	-13.3	95.1	-1.8	7.9	100.4	101.5
O=C(CCCNC(=O)c1ccc(Cl)cc1)NCc1ccccc1Cl	-8.4	-2.7	-11.1	96.0	1.6	0.4	100.9	99.6
CCOC(=O)C1=C(COC(=O)CCOc2ccccc2C)NC(=O)NC1C (stereo not given)	6.9	-1.7	-13.0	104.1	-0.1	-1.7	96.9	94.1
CCOc1ccc(N(CC(=O)NCc2ccc(OC)cc2)S(=O)(=O)c2c(C)noc2C)cc1	-0.5	2.0	6.0	98.8	-3.8	-1.2	100.8	97.4
Cc1c(Cl)cccc1NC(=O)Cn1cc(C(F)(F)F)cc(Cl)c1=O	12.9	-6.2	-0.7	98.0	-7.1	10.5	106.7	107.3
O=C1CC(c2ccc(O)cc2)Oc2cc(O)ccc21 (stereo not given)	-14.1	0.6	-2.6	107.0	0.7	-0.7	97.3	107.5

Other records
SMILES	proCasp7 act	EBNA-1 inh	ZTA DNA inh	LAP4-GFP MLPCN	procasp3 activ	AHR act	RPL19A-GFP yeast	MEP2-GFP yeast
Cc1nn(Cc2ccc(C(=O)n3cccn3)o2)c(C)c1Br	12.8	-8.5	-9.1	83.7	-13.0	0.9	89.0	87.1
O=C(CCn1c(=O)oc2ccccc21)Nc1ccon1	9.0	-14.8	4.1	94.2	-6.5	-2.3	93.6	94.0
O=C(Nc1ccc(Cl)cc1)Nc1ccc(-c2cnco2)cc1	5.5	10.1	-7.0	96.6	0.3	0.5	108.7	107.8
O=C(CNC(c1ccccc1)c1ccccc1)Nc1c(F)cccc1F	1.3	6.8	6.2	90.5	4.4	1.2	103.7	100.8
CC(C)c1ccc(NC(=O)Cn2c(=O)oc3ccccc32)cc1	-14.1	-11.4	-6.1	95.5	0.6	-5.0	98.6	103.0
OCC[C@@H]1C[C@@H](O)[C@H](O)[C@@]2(Cc3ccccc3CO2)O1	-3.3	0.7	9.7	91.2	-1.0	-0.4	99.8	104.1
COC(=O)c1cc(C(=O)c2cc(Br)ccc2O)coc1=N	-3.5	-12.8	12.0	99.3	-8.0	4.5	95.5	90.0
CC(C)COC(=O)Nc1nnc(SCCOc2ccccc2)s1	-2.6	-2.9	-8.3	99.0	-2.9	0.7	95.2	103.5
Cc1cccc(NC(=O)C2CCCCN2S(=O)(=O)c2ccccc2)c1C (stereo not given)	4.4	x	x	111.1	-6.9	1.1	100.3	105.7
COc1ccc(/C=N/NC(=S)Nc2cc(C(F)(F)F)ccc2Cl)cc1	0.6	2.0	12.6	100.7	-1.8	54.3*	96.3	96.0
COc1ccc(Nc2nc(N3CCN(S(=O)(=O)N(C)C)CC3)nc3ccccc23)cc1	-4.7	0.6	-10.8	103.5	-1.7	34.1	99.6	98.8

Sorted by value in LAP4-GFP MLPCN (low to high): 3 from the list above.
| canonical_smiles | LAP4-GFP MLPCN |
| --- | --- |
| Cc1nn(Cc2ccc(C(=O)n3cccn3)o2)c(C)c1Br | 83.7 |
| O=C(CNC(c1ccccc1)c1ccccc1)Nc1c(F)cccc1F | 90.5 |
| COc1ccc(Nc2nc(N3CCN(S(=O)(=O)N(C)C)CC3)nc3ccccc23)cc1 | 103.5 |

One compound at a time (already shown). Order of values: proCasp7 act, EBNA-1 inh, ZTA DNA inh, LAP4-GFP MLPCN, procasp3 activ, AHR act, RPL19A-GFP yeast, MEP2-GFP yeast
Record of COc1ccc(/C=N/NC(=S)Nc2cc(C(F)(F)F)ccc2Cl)cc1 : 0.6, 2.0, 12.6, 100.7, -1.8, 54.3*, 96.3, 96.0
Record of O=C(CNC(c1ccccc1)c1ccccc1)Nc1c(F)cccc1F : 1.3, 6.8, 6.2, 90.5, 4.4, 1.2, 103.7, 100.8
Record of O=C(Nc1ccc(Cl)cc1)Nc1ccc(-c2cnco2)cc1 : 5.5, 10.1, -7.0, 96.6, 0.3, 0.5, 108.7, 107.8
Record of CC(C)COC(=O)Nc1nnc(SCCOc2ccccc2)s1 : -2.6, -2.9, -8.3, 99.0, -2.9, 0.7, 95.2, 103.5
Record of COc1ccc(Nc2nc(N3CCN(S(=O)(=O)N(C)C)CC3)nc3ccccc23)cc1 : -4.7, 0.6, -10.8, 103.5, -1.7, 34.1, 99.6, 98.8
